hgDAF-12 ag = agonists of H. glycines DAF-12 nuclear receptor. HEK293 GAL4-hgDAF12 UAS-luciferase reporter, agonist luminescence; normalized to butyrate control. activation, % at 6.8 µM. 370,000 compounds, 1.8% hits. AID 687014;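 active = activation above a cutoff set at the mean of all screened compounds plus 3 SD, cut at about 10% in these data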;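 also: 0% = DMSO wells and 100% = sodium butyrate wells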
DAX1 inh-1 = blocks DAX1 repression of SF-1 activated StAR promoter. AID 652010. inhibition, % at 6.8 µM. HEK293T StAR-luciferase reporter, SF-1/DAX-1 repression relief. 370,000 compounds, 1.1% hits;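 active = inhibition above the mean over all tested compounds plus 3 SD, cut at about 3.6% in these data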;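 also: 0% = DAX-1 cells with DMSO and 100% = cells lacking DAX-1 with DMSO; higher inhibition means more luminescence from relief of DAX-1 repression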
SMARCA2 activ = increases SMARCA2 function in MMTV reporter cells | MG213 cells, MMTV-luciferase reporter, dexamethasone, overnight | activation, % at 9.1 µM | 370,000 compounds, 1% hits | AID 652017; in the data active = activation above about 7.8%;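 also: 0% = vehicle wells and 100% = reference activator wells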
ssDAF-12 act = activates DAF-12 receptor from parasite S. stercoralis; 370,000 compounds, 1% hits; AID 652126; activation, % at 6.8 µM; HEK293 ssDAF-12/GRIP1 lit1-tk-luc reporter, luminescence; % of 3 µM dafachronic acid response;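 active = activation above the mean over all tested compounds plus 3 SD, cut at about 0.9% in these data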;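 also: 0% = DMSO-only wells and 100% = 3 µM delta7-dafachronic acid wells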
DAX1 inh-2 = inhibitors of human orphan nuclear receptor DAX1 (NR0B1); AID 504766; 340,000 compounds, 0.99% hits; inhibition, % at 6.75 µM; P51843; HEK293 Gal4-DAX1 luciferase reporter, luminescence;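 active = inhibition above the mean over all tested compounds plus 3 SD, cut at about 4.2% in these data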;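 also: 0% = DAX1-transfected cells with DMSO and 100% = empty-vector control cells with DMSO; inhibition shows as a rise in luminescence from relieved DAX1 repression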
MBD2 inh = blocks human MBD2 binding to methylated DNA. TR-FRET, MBD2 binding to methylated oligonucleotide. Q9UBB5. AID 686964. inhibition, % at 4.4 µM. 370,000 compounds, 0.31% hits; in the data active = inhibition above about 13%
Target sequence (Q9UBB5 whole entry, looked up): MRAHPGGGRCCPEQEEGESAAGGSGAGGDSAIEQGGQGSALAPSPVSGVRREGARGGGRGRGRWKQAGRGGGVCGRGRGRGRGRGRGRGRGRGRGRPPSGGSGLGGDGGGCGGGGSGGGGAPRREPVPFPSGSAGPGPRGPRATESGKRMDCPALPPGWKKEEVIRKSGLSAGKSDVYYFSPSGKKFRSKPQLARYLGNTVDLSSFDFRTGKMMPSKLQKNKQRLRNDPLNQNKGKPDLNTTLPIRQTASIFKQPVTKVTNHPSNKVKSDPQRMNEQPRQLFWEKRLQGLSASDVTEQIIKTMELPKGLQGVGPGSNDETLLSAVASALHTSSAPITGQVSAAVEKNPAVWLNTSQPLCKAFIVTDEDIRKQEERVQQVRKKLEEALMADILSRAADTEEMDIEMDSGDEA
Rev-erbA mod = Rev-erb alpha (human) modulation; P20393; Rev-erbα–FITC-DNA binding, fluorescence polarization, 90 min; activity, % at 10 µM; 370,000 compounds, 0.79% hits; AID 1259318;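 active = activity above about 14%, limit read from the data; passing the limit was not always enough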;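 also: 0% = DMSO wells with 35 nM protein and 100% = DMSO wells with 750 nM protein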
Target sequence (P20393 whole entry, looked up): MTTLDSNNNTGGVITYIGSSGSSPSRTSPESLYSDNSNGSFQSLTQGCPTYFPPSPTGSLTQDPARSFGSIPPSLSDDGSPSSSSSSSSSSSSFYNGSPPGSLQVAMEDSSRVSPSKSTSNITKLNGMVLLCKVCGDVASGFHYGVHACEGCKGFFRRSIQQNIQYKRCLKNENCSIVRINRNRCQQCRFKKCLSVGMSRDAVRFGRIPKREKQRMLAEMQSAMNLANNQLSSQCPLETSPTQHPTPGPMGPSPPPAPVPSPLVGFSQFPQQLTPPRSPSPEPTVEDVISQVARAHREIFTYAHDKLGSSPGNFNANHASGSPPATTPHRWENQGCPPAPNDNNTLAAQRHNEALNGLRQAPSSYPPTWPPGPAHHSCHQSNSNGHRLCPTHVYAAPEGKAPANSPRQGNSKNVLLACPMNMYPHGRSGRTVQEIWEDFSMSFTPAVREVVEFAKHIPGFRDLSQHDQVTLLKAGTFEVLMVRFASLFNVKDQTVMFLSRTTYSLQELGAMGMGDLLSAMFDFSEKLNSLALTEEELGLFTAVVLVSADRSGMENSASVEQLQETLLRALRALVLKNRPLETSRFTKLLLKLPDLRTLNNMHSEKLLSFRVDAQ
PLC-beta3 inh = inhibitors of human phospholipase C beta3; Purified PLC-beta3, fluorogenic substrate, fluorescence; 370,000 compounds, 0.18% hits; inhibition, % at 12.2 µM; in the data active = inhibition above about 11%;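 also: 0% = median of compound wells on plate and 100% = full blocker control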
ADAM17 inh = inhibits human ADAM17; inhibition, % at 6.95 µM; recombinant ADAM17, EDANS/DABCYL FRET peptide cleavage; 370,000 compounds, 0.83% hits; P78536;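 active = inhibition above the mean of compounds lying between control limits plus 3 SD, set per campaign, cut at about 8.5% in these data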;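 also: 0% = DMSO-only wells as the low control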
PLCg1 inh = blocks human PLC-gamma1 enzyme activity; P19174; 370,000 compounds, 0.84% hits; purified PLC-gamma1, fluorogenic substrate, fluorescence; inhibition, % at 12.2 µM; in the data active = inhibition above about 9.5%
hcDAF12 agonist = activates DAF-12 receptor from parasite H. contortus; HEK293 hcDAF-12 lit1-tk-luc reporter, luminescence; 0% DMSO, 100% Δ7-dafachronic acid; activation, % at 6.8 µM; 370,000 compounds, 1.4% hits;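 active = activation above the mean of all tested compounds plus 3 SD, cut at about 5.5% in these data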;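 also: 100% = response to 3 µM Δ7-dafachronic acid high control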
Numbers without * were called inactive; i = inactive; x = no result given.

SMILES	hgDAF-12 ag	DAX1 inh-1	SMARCA2 activ	ssDAF-12 act	DAX1 inh-2	MBD2 inh	Rev-erbA mod	PLC-beta3 inh	ADAM17 inh	PLCg1 inh	hcDAF12 agonist
O=C(O)c1cc(Cl)c(Cl)cc1C(=O)N1CCOCC1	1.7	0.7	7.7	-1.3	0.8	-2.6	-3.5	0.6	0.5	1.9	0.1
COc1ccc(CCNC(=O)COc2ccc(-c3ccc(C#N)cc3)cc2)cc1	-2.8	-0.1	-2.5	-1.2	-0.1	0.7	-3.3	-2.3	-0.9	-7.1	-0.3
N#CCC(=O)N1CCN(C(c2ccccc2)c2ccccc2)CC1	1.3	0.3	-1.3	-2.0	x	1.4	-1.2	-6.5	-5.4	0.5	2.3
O=C(NC1CC2CCCC(C1)N2C(=O)NC1CCCCC1)c1ccc(F)cc1 (stereo not drawn)	-2.1	-0.5	-3.8	-0.5	-0.1	5.2	0.2	2.4	-5.7	-1.6	0.3
Cc1nc(C(=O)N(C)C)nn1-c1cc(Cl)ccc1Cl	-0.9	-0.3	-2.0	-1.7	1.6	0.4	0.3	-0.4	1.8	-0.2	-0.9
Cn1c(SCC(=O)NC2CCCCC2)nnc1-c1cccnc1	1.5	0.2	1.5	-0.1	-0.7	-0.7	6.9	-6.6	-0.1	-1.1	-0.8
COc1ccc(OC)c(C2NC(=O)CCC2[N+](=O)[O-])c1 (stereo not drawn)	-1.6	0.0	-1.6	-0.8	-0.6	-1.4	1.3	-2.6	0.6	1.0	-0.3
N#Cc1cc(C(=O)c2cc(F)ccc2O)cn(Cc2ccccc2)c1=O	1.2	-0.5	-0.5	-1.1	0.9	0.3	-3.3	2.4	-3.7	2.4	-2.4
Fc1ccccc1-c1nc2ncccc2o1	5.5	0.5	-3.6	-1.7	0.5	4.1	-0.6	-9.4	-8.0	-2.6	2.5
O=C(COC(=O)C1CC2CCCC(C1)C2=O)Nc1ccccc1 (stereo not drawn)	-1.1	-1.5	-2.8	-0.7	0.0	2.7	-0.3	0.1	-4.9	2.3	0.7
O=c1c(S(=O)(=O)c2ccc(Cl)cc2)cn(Cc2ccccc2F)c2ccc(F)cc12	-1.9	0.0	-2.2	-1.1	-0.1	0.8	6.3	2.4	-0.5	1.3	-0.8
COc1ccccc1N1CCN(CC(=O)Nc2cccc(F)c2)CC1	0.0	0.0	0.6	-1.4	-0.3	-6.1	-6.6	2.3	2.1	-2.3	-0.3
COCCCNC(=O)C12CCC(C)(C(=O)C1)C2(C)C (stereo not drawn)	-1.3	0.1	-0.9	-1.2	-0.5	3.2	2.7	-1.0	-3.0	1.9	1.4
CC1CCCCN1c1ncnc(N)c1[N+](=O)[O-] (stereo not drawn)	5.8	-0.9	-4.0	-1.6	0.6	-3.0	4.5	-2.8	-0.3	-0.5	-1.7
O=C(NCCN1CCOCC1)c1ccc(Cl)cc1O	-0.6	0.5	-0.8	-0.9	0.5	-0.4	-4.1	-9.9	-5.9	-4.3	1.4
COc1ccc(/C=C2\N=C(C)N(c3ccc(C(=O)O)cc3)C2=O)cc1OC	-0.2	-0.6	0.6	-0.4	0.3	0.1	0.5	1.6	-2.0	-1.9	-1.7
COc1ccc(OCc2nc3ccccc3[nH]2)cc1	10.1	5.7*	3.9	0.4	1.6	2.3	-2.6	4.2	1.5	1.4	2.2
COc1cc(NC(=O)c2ccc(=O)[nH]n2)cc(OC)c1OC	-2.1	0.1	0.1	-1.3	0.1	2.0	-8.8	-3.1	-0.4	2.4	1.4
Cc1ccc(C)c(S(=O)(=O)N2CCCC2CNC(=O)C(=O)NC2CC2)c1 (stereo not drawn)	-0.3	1.3	-1.1	-0.9	0.9	0.7	-4.8	-2.0	-2.4	-0.7	0.2
COc1cc(/C=C2\C(=O)N(c3cccc(C(=O)O)c3)N=C2C)ccc1OCc1ccccc1	3.2	0.6	-1.9	0.4	0.9	-2.6	-5.4	-5.5	-1.6	-7.2	1.1

Arranged by count of non-hydrogen atoms (low to high): three of the compounds above.
SMILES	hgDAF-12 ag	DAX1 inh-1	SMARCA2 activ	ssDAF-12 act	DAX1 inh-2	MBD2 inh	Rev-erbA mod	PLC-beta3 inh	ADAM17 inh	PLCg1 inh	hcDAF12 agonist
CC1CCCCN1c1ncnc(N)c1[N+](=O)[O-] (stereo not drawn)	5.8	-0.9	-4.0	-1.6	0.6	-3.0	4.5	-2.8	-0.3	-0.5	-1.7
COCCCNC(=O)C12CCC(C)(C(=O)C1)C2(C)C (stereo not drawn)	-1.3	0.1	-0.9	-1.2	-0.5	3.2	2.7	-1.0	-3.0	1.9	1.4
COc1ccc(/C=C2\N=C(C)N(c3ccc(C(=O)O)cc3)C2=O)cc1OC	-0.2	-0.6	0.6	-0.4	0.3	0.1	0.5	1.6	-2.0	-1.9	-1.7

Continuation:
SMILES	hgDAF-12 ag	DAX1 inh-1	SMARCA2 activ	ssDAF-12 act	DAX1 inh-2	MBD2 inh	Rev-erbA mod	PLC-beta3 inh	ADAM17 inh	PLCg1 inh	hcDAF12 agonist
CCOC(=O)c1nn(-c2ccccc2)c(C#N)c1N	4.7	-1.2	-0.2	-1.8	-0.2	0.1	0.8	-402.5	i	-330.5	-0.1
COc1ccccc1C/C(N)=N/OC(=O)COc1cccc(C)c1C	2.2	1.1	6.5	-1.4	-0.9	1.7	6.8	-1.6	4.8	3.6	-0.8
CCOc1ccc(NC(=S)N2CCN(S(C)(=O)=O)CC2)cc1	0.0	0.1	-0.8	-1.0	0.0	1.9	-6.4	-2.8	1.8	2.4	-0.6
Cc1ccc(S(=O)(=O)N2CCN(C(=O)c3cc(C4CC4)nc4c3cnn4C(C)C)CC2)cc1	-2.9	0.5	3.9	-1.7	0.2	-7.0	0.5	0.5	1.3	1.4	-0.7
CCOC(=O)C(=NC1CCS(=O)(=O)C1)NNc1ccccc1Cl (stereo not drawn)	-0.4	0.3	3.7	-0.8	2.0	-0.5	8.3	-12.9	-3.1	-1.2	1.2
COc1cc(Cl)c(C)cc1NC(=O)Cc1ccc(OC)c(OC)c1	-3.1	-0.9	-2.7	-1.1	-1.3	0.1	-3.8	-1.2	-0.6	2.0	-1.8
COc1ccccc1C1CC(c2ccc(Cl)cc2)Nc2nc(N)nn21 (stereo not drawn)	-3.3	-0.4	-3.6	-1.0	-0.2	-2.6	-3.6	-7.2	-6.5	-6.5	-2.2
COc1ccc(C(C)(NC(C)=O)c2nc(-c3cccc4cccnc34)cs2)cc1 (stereo not drawn)	-3.6	1.1	-0.3	-0.6	x	0.6	4.1	-11.4	-9.6	-13.7	-0.6
CCOC(=O)C1CCN(C(=S)NC(=O)c2cccs2)CC1	1.3	-0.4	-2.2	-0.8	2.8	3.1	2.2	-12.8	-1.2	-6.9	1.2
CCCN(CC(=O)Nc1ccccc1C)C(=O)c1ccc(N2CCOCC2)c([N+](=O)[O-])c1	-0.9	-0.7	-2.0	-0.9	-0.2	-0.3	3.4	-9.5	-2.5	-3.1	1.9
CCC(c1nnnn1-c1ccc2c(c1)OCCO2)N1CCc2ccccc2C1 (stereo not drawn)	5.8	-0.3	0.1	-1.3	x	-1.7	4.9	-5.5	-0.6	-2.7	-3.3
Cc1c(NS(=O)(=O)c2cccc(C(=O)NCc3ccccc3)c2)c(=O)n(-c2ccccc2)n1C	0.4	-0.5	-3.0	-0.5	0.1	7.8	2.0	4.5	-3.0	3.9	-1.3
COc1cccc(OC)c1C(=O)Nc1nnc(-c2ccc(F)cc2)s1	-0.3	-0.4	0.4	-0.1	-2.7	-2.5	-2.1	-7.7	-0.6	-1.7	2.1
O=C(CSc1ccc(-c2cccc([N+](=O)[O-])c2)nn1)NC1CCCC1	-2.0	0.6	-3.5	-1.9	1.3	-3.5	4.6	-4.9	-1.2	-2.4	-1.2
COc1cccc(-c2ccc(CN3C(C(C)C)C(=O)N(Cc4cn(CCC5OCCO5)nn4)CCS3(=O)=O)cc2)c1OC (stereo not drawn)	-1.5	-2.8	-3.3	-0.4	x	-8.0	9.2	9.1	12.9*	12.3*	-1.2
Cc1nc(SCc2nc3c(F)cccc3[nH]2)c2oc3ccccc3c2n1	2.5	1.5	-1.0	-0.3	-0.6	1.9	29.8*	-4.3	-2.7	-0.4	2.9
Cc1ccc(-c2csc(C(O)(c3ccccc3)C(F)(F)F)n2)cc1C (stereo not drawn)	2.3	-0.3	0.2	-1.3	x	3.5	1.6	3.4	6.9	2.3	-2.0
COc1ccc(C(C(=O)NCc2ccccc2)N(C(=O)c2snc(C(N)=O)c2N)c2ccccc2OC)cc1 (stereo not drawn)	-2.3	0.0	-1.9	-1.5	1.4	-2.0	1.1	-20.4	-10.7	-6.4	-0.7
CC(=O)Oc1ccc(C(=O)Nc2ccccc2C(=O)N2CCCCC2)cc1	-1.9	0.6	-2.6	-1.2	-0.5	-2.5	0.5	0.1	1.2	2.1	-0.9
O=C(Nc1cccc(Cc2ccccc2)c1)Nc1ccc2nc([C@@H]3O[C@H](CO)[C@@H](O)[C@H](O)[C@H]3O)[nH]c2c1	6.5	0.7	0.1	-0.7	x	6.8	1.8	-16.7	-3.7	-5.4	-0.5
CC(=O)NCC(=O)NC1CCCc2c1cnn2-c1ccccc1F (stereo not drawn)	0.3	0.0	1.8	-1.2	0.9	-5.1	2.3	-4.7	-1.4	0.4	-1.0
COCCCNc1nc2c(c(=O)n(Cc3ccc(F)cc3)c(=O)n2C)n1C	0.2	-0.2	-3.4	-0.9	-1.4	0.2	3.3	-2.7	0.1	6.0	-1.6
Cc1ccc(C(=O)NCC(=O)NCCSc2ccc(Br)cc2)cc1	2.5	0.2	1.2	-1.2	0.5	-5.4	0.6	-0.3	1.5	-1.3	1.1
CCCCNC(=O)C1CCN(c2nc(OC)nc(OC)n2)CC1	0.3	0.1	3.9	-0.7	-1.0	-5.0	-3.2	1.1	-0.8	0.0	-0.8
Cc1ccc(CNC(=O)CCS(=O)(=O)c2cccc3nsnc23)cc1	-0.9	-0.1	-2.1	-0.5	-1.1	3.6	-4.5	-4.6	-2.9	-2.0	-1.0
C=C(C)Cn1c(C)cc(C)c(S(=O)(=O)c2ccccc2C)c1=O	0.2	-1.2	1.1	-1.1	-0.9	0.9	2.2	-2.4	-0.3	-3.0	-2.6
CC(NC(=O)COc1cccc(Br)c1)C(=O)O (stereo not drawn)	1.1	0.1	-2.8	-0.3	-0.3	-3.1	0.6	-4.2	5.6	5.0	-1.2
COc1ccc(CN(C)C(=O)[C@H]2O[C@@H](n3cnc4c(N)ncnc43)[C@H](O)[C@@H]2O)cc1OC	-1.3	0.8	-2.0	-0.9	x	-4.3	-4.9	1.9	5.0	7.0	0.6
CCOC(=O)C1CCN(C(=O)c2cc(-c3ccncc3)nc3ccccc23)CC1	-1.7	-0.5	-1.7	-1.5	-0.3	0.5	1.8	-3.2	-6.3	-0.6	1.0
CCN(CC)C(=O)c1ccc(C(CCOC(=O)Oc2ccccc2)c2ccc(OC)cc2)cc1 (stereo not drawn)	-0.5	-1.1	-0.3	-1.3	x	-2.2	-2.8	-1.7	2.1	-1.4	-0.2
C/C(O)=C\c1nc2ccccc2oc1=O	-1.3	-1.0	0.6	-0.6	-0.6	-13.0	-1.4	-5.8	-1.6	-10.3	0.2
Cc1ccsc1/C=N/NC(=O)c1ccc(Cn2cc(Br)cn2)o1	1.1	0.1	-1.4	-1.8	0.4	-4.3	-0.5	-4.9	-2.4	-2.6	-0.8

Compound activity (PubChem BioAssay)
